BioA inh: M. tuberculosis BioA enzyme inhibitors, primary screen, biochemical, plate reader, single point, HTS; 7,8-diaminopelargonic acid synthase BioA (Mycobacterium tuberculosis); purified M. tuberculosis BioA enzyme; inhibition, % at 9.99 µM; 0.096% of 360,000 active; in the data active = inhibition above about 40%
* = called active by the depositor. The list is partial; count on the stated rates, not on these rows.

SMILES	BioA inh
COc1ccc(CN(C)C[C@@H]2Oc3ccc(NC(=O)Nc4ccc(OC)cc4)cc3CC(=O)N([C@@H](C)CO)C[C@@H]2C)cc1	-1.4
COCC(=O)N1C[C@H](C)[C@H](OC)CN(C)C(=O)c2cc(NC(=O)C3CCC3)ccc2OC[C@@H]1C	-1.7
C[C@@H]1CN([C@@H](C)CO)C(=O)c2cc(NC(=O)C3CCCCC3)ccc2O[C@@H]1CN(C)CC1CC1	-2.1
COc1ccccc1NC(=O)N1C[C@@H](O)COC[C@H]2O[C@@H](CC(=O)NCCc3ccccc3)CC[C@@H]21	-3.9
Cc1ccc(S(=O)(=O)Nc2cccc3c2O[C@H](CN(C)Cc2ccccc2)[C@@H](C)CN([C@@H](C)CO)C3=O)cc1	0.6
C[C@H]1CN([C@@H](C)CO)C(=O)Cc2cc(NC(=O)Cn3cnnn3)ccc2O[C@H]1CN(C)CC1CCCCC1	-0.5
Cc1noc(C)c1NC(=O)N(C)C[C@@H]1OCCCC[C@H](C)Oc2ccc(NC(=O)C3CCCCC3)cc2C(=O)N([C@H](C)CO)C[C@H]1C	0.6
CCC(=O)Nc1ccc2c(c1)C(=O)N(C)C[C@H](OC)[C@@H](C)CN(C(=O)c1ccccn1)[C@@H](C)CO2	0.1
O=C(C[C@@H]1C[C@H]2c3cc(NC(=O)CC4CC4)ccc3O[C@H]2[C@H](CO)O1)NCc1ccccn1	-0.1
COc1ccc(NC(=O)Nc2cccc3c2O[C@H](CN(C)S(=O)(=O)c2ccc(Cl)cc2)[C@@H](C)CN([C@H](C)CO)C3=O)cc1	-1.8
CC=Cc1ccc2n(c1=O)C[C@@H]1[C@@H](CO)[C@H](C(=O)NCCCN(C)C)[C@H]2N1C(=O)c1ccccc1F (mixture of isomers)	-1.9
COCC#Cc1cnc2c(c1)C(=O)N([C@@H](C)CO)C[C@@H](C)[C@H](CN(C)C(=O)c1ccc(F)cc1)O2	4.1
Cc1ccc(S(=O)(=O)Nc2ccc3c(c2)C(=O)N([C@@H](C)CO)C[C@H](C)[C@H](CN(C)C(=O)NC2CCCCC2)OCCCC[C@@H](C)O3)cc1	-1.7
CC(C)NC(=O)N(C)C[C@@H]1Oc2ccc(NC(=O)CCN3CCOCC3)cc2CC(=O)N([C@H](C)CO)C[C@@H]1C	4.2
Cc1ccccc1-c1ccc2c(c1)O[C@H](CN(C)C(=O)C1CC1)[C@H](C)CN([C@@H](C)CO)S2(=O)=O	-3.2
C[C@@H]1CN([C@@H](C)CO)C(=O)Cc2cc(NC(=O)Nc3cccc4ccccc34)ccc2O[C@H]1CN(C)Cc1ccccc1	-1.9
CO[C@@H]1CN(C)C(=O)c2cc(NC(=O)c3ccccc3)ccc2OC[C@@H](C)N(C)C[C@@H]1C	-0.6
CCCNC(=O)N(C)C[C@@H]1Oc2cc(Br)ccc2S(=O)(=O)N([C@H](C)CO)C[C@@H]1C	0.5
CN(C)CC(=O)Nc1ccc2c(c1)[C@H]1C[C@H](CC(=O)N(C)C)O[C@H](CO)[C@H]1O2	-1.5
COc1ccc(CNC(=O)C[C@H]2CC[C@@H](NC(=O)c3cccc(F)c3)[C@H](CO)O2)cc1	4.5
CCCN1[C@H](C(=O)N2CCCCC2)[C@@H](CO)[C@@H]2Cn3c(ccc(-c4ccccc4)c3=O)[C@@H]21	13.8
O=S(=O)(Cc1ccccc1)N1CCCCN2[C@@H](CO)[C@H](c3ccc(-c4ccc(F)cc4)cc3)[C@@H]2C1	-0.3
COc1ccc(S(=O)(=O)N[C@@H]2CC[C@@H](CC(=O)N3CCC(Cc4ccccc4)CC3)O[C@H]2CO)cc1	2.0
C[C@H](CO)N1C[C@H](C)[C@@H](CN(C)S(=O)(=O)c2ccc(F)cc2)Oc2c(NC(=O)Nc3ccc(F)cc3)cccc2C1=O	-1.6
CO[C@H]1CN(C)C(=O)c2cc(NC(C)=O)ccc2OC[C@@H](C)N(S(=O)(=O)c2cn(C)cn2)C[C@@H]1C	-1.0
C[C@H]1CN([C@@H](C)CO)C(=O)c2cc(C#CC3CCCC3)cnc2O[C@@H]1CN(C)S(=O)(=O)c1cccc(F)c1	-1.8
C[C@@H]1CN([C@H](C)CO)S(=O)(=O)c2ccc(C3=CCCCC3)cc2O[C@@H]1CN(C)C(=O)c1ccccc1	-0.3
C[C@H](CO)N1C[C@H](C)[C@@H](CN(C)Cc2ccc(C(F)(F)F)cc2)OCCCC[C@H](C)Oc2ccc(NC(=O)c3ccccc3)cc2C1=O	-1.6
CC(C)NC(=O)Nc1ccc2c(c1)C(=O)N([C@@H](C)CO)C[C@@H](C)[C@@H](CN(C)Cc1ccc3c(c1)OCO3)OCCCC[C@@H](C)O2	3.3
CO[C@H]1CN(C)C(=O)c2ccc(NC(=O)c3ccccc3)cc2OC[C@@H](C)N(C)C[C@H]1C	1.7
C[C@@H]1CN([C@@H](C)CO)C(=O)Cc2cc(NC(=O)NC3CCCCC3)ccc2O[C@@H]1CN(C)C(=O)Nc1ccccc1	-0.6
C[C@@H]1CN([C@H](C)CO)C(=O)c2cc(NC(=O)CCN3CCOCC3)ccc2O[C@@H]1CN(C)C(=O)Nc1ccc(F)cc1	-0.5
C[C@@H]1CCCCO[C@H](CN(C)C(=O)CCC(F)(F)F)[C@H](C)CN([C@@H](C)CO)C(=O)c2cc(NS(=O)(=O)c3ccc(F)cc3)ccc2O1	1.1
CN1C(=O)c2cc(NC(=O)c3ccccc3Cl)ccc2OC[C@H]2O[C@@H](CC(=O)NCC(F)(F)F)CC[C@H]21	2.0
CCCC(=O)Nc1ccc2c(c1)C(=O)N(C)[C@@H]1CC[C@H](CC(=O)NCC3CC3)O[C@H]1CO2	-5.5
Cc1noc(C)c1NC(=O)N(C)C[C@@H]1Oc2ccc(NC(=O)Nc3ccc(C(F)(F)F)cc3)cc2CC(=O)N([C@H](C)CO)C[C@H]1C	-3.9
C[C@@H]1CN([C@@H](C)CO)S(=O)(=O)c2ccc(-c3cccc(C(=O)N(C)C)c3)cc2O[C@H]1CN(C)C(=O)Nc1ccccc1	-3.1
N#C[C@H]1[C@@H](c2ccccc2)[C@H](CO)N1S(=O)(=O)c1ccc(-c2ccccc2)cc1	5.3
CC(C)NC(=O)N(C)C[C@H]1Oc2ccc(NS(=O)(=O)c3ccc(Cl)cc3)cc2CC(=O)N([C@@H](C)CO)C[C@H]1C	-2.1
CO[C@@H]1CN(C)C(=O)c2cc(NS(C)(=O)=O)ccc2OC[C@H](C)N(C(=O)C2CCOCC2)C[C@@H]1C	-2.3
CO[C@@H]1CN(C)C(=O)c2cc(NC(=O)C3CCC3)ccc2OC[C@H](C)N(C)C[C@@H]1C	1.4
CN1C(=O)c2cc(NS(=O)(=O)c3ccccc3F)ccc2OC[C@H]2O[C@H](CC(=O)NC3Cc4ccccc4C3)CC[C@@H]21	-0.7
C[C@H]1CN([C@@H](C)CO)C(=O)Cc2cc(NS(=O)(=O)c3cccs3)ccc2O[C@@H]1CN(C)C(=O)Nc1ccc(F)cc1	-1.1
C[C@@H]1CCCCO[C@@H](CN(C)C(=O)Nc2ccccc2)[C@@H](C)CN([C@H](C)CO)C(=O)c2cc(NC(=O)CCC(F)(F)F)ccc2O1	1.7
C[C@H](CO)N1C[C@H](C)[C@H](CN(C)S(=O)(=O)c2cccs2)OCCCC[C@H](C)Oc2ccc(NC(=O)Nc3ccc4c(c3)OCO4)cc2C1=O	1.6
CN(C)C(=O)c1ccc(-c2ccc3c(c2)[C@@H]2[C@@H](CCN2S(=O)(=O)c2cn(C)cn2)[C@@H](CO)N3)cc1	4.5
C[C@@H]1CN([C@@H](C)CO)C(=O)c2ccccc2-c2ccccc2CO[C@@H]1CN(C)S(=O)(=O)CC(F)(F)F	-0.9
C[C@@H]1CCCCO[C@@H](CN(C)C(=O)C2CCCCC2)[C@H](C)CN([C@@H](C)CO)C(=O)c2cc(NC(=O)NC3CCCCC3)ccc2O1	0.3
COCCNC(=O)C[C@@H]1CC[C@H]2[C@H](COc3ccc(NS(=O)(=O)c4ccc(Cl)cc4)cc3C(=O)N2C)O1	1.0
COc1ccc(CN(C)C[C@@H]2OCCCC[C@@H](C)Oc3ccc(NC(=O)CCC(F)(F)F)cc3C(=O)N([C@H](C)CO)C[C@H]2C)cc1	0.6
COCC(=O)Nc1ccc2c(c1)C(=O)N(C)C[C@H](OC)[C@@H](C)CN(C(=O)c1ccncc1)[C@@H](C)CO2	-0.1
C[C@@H]1CN([C@@H](C)CO)C(=O)c2cc(NS(=O)(=O)c3ccc(Cl)cc3)ccc2O[C@@H]1CN(C)Cc1ccc(Oc2ccccc2)cc1	-2.3
CO[C@H]1CN(C)C(=O)c2cc(NS(=O)(=O)c3ccc(C)cc3)ccc2OC[C@@H](C)NC[C@@H]1C	0.4
C[C@@H]1CCCCO[C@@H](CN(C)C(=O)Nc2ccc3c(c2)OCO3)[C@H](C)CN([C@H](C)CO)C(=O)c2cc(NC(=O)Nc3ccc(F)cc3)ccc2O1	-0.2
C[C@@H]1CN([C@@H](C)CO)C(=O)Cc2cc(NC(=O)CCCCCC(=O)Nc3ccccc3N)ccc2O[C@H]1CN(C)S(=O)(=O)c1cccs1	-1.0
CCC(=O)N(C)C[C@@H]1Oc2ncc(-c3ccccc3OC)cc2C(=O)N([C@@H](C)CO)C[C@@H]1C	-3.6
O=C1O[C@@H](c2ccccc2)[C@@H](c2ccccc2)N2[C@@H](c3ccccc3OCCO)[C@]3(C(=O)Nc4ccc(C#CCCO)cc43)[C@@H](C(=O)N3CCN(c4ncccn4)CC3)[C@H]12	18.1
O=C(NCc1ccccc1)[C@@H]1[C@@H](CO)[C@@H]2Cn3c(cccc3=O)[C@H]1N2	-1.3
CN(C)CC#Cc1cccc(-c2nc(C(=O)NCCCN3CCOCC3)cc3c2[C@H](CCO)N(S(=O)C(C)(C)C)C3)c1 (stereo not given in full)	-1.3
Cc1ccccc1-c1cnc2c(c1)C(=O)N([C@H](C)CO)C[C@H](C)[C@H](CN(C)C(=O)c1ccncc1)O2	-1.4

A second format for part of the listing above.
Structure: C[C@@H]1CN([C@@H](C)CO)C(=O)Cc2cc(NC(=O)CCCCCC(=O)Nc3ccccc3N)ccc2O[C@H]1CN(C)S(=O)(=O)c1cccs1
  BioA inh: -1.0
Structure: C[C@H](CO)N1C[C@H](C)[C@H](CN(C)S(=O)(=O)c2cccs2)OCCCC[C@H](C)Oc2ccc(NC(=O)Nc3ccc4c(c3)OCO4)cc2C1=O
  BioA inh: 1.6

The listing picks up, starting 4 compounds before the break.
SMILES	BioA inh
O=C1O[C@@H](c2ccccc2)[C@@H](c2ccccc2)N2[C@@H](c3ccccc3OCCO)[C@]3(C(=O)Nc4ccc(C#CCCO)cc43)[C@@H](C(=O)N3CCN(c4ncccn4)CC3)[C@H]12	18.1
O=C(NCc1ccccc1)[C@@H]1[C@@H](CO)[C@@H]2Cn3c(cccc3=O)[C@H]1N2	-1.3
CN(C)CC#Cc1cccc(-c2nc(C(=O)NCCCN3CCOCC3)cc3c2[C@H](CCO)N(S(=O)C(C)(C)C)C3)c1 (stereo not given in full)	-1.3
Cc1ccccc1-c1cnc2c(c1)C(=O)N([C@H](C)CO)C[C@H](C)[C@H](CN(C)C(=O)c1ccncc1)O2	-1.4
C[C@H](CO)N1C[C@H](C)[C@@H](CN(C)C(=O)[C@H](Cc2ccccc2)N(C)C)OCc2ccccc2-c2ccccc2C1=O	-0.8
CN1C(=O)c2cc(NC(=O)C3CC3)ccc2OC[C@H]2O[C@H](CC(=O)NCC3CCCCC3)CC[C@@H]21	0.8
Cc1ccc(S(=O)(=O)Nc2ccc3c(c2)C(=O)N(C)[C@H]2CC[C@H](CC(=O)O)O[C@@H]2CO3)cc1	0.2
COc1ccc(S(=O)(=O)Nc2cccc3c2O[C@@H](CN(C)Cc2ccc(Cl)c(Cl)c2)[C@H](C)CN([C@H](C)CO)C3=O)cc1	0.3
C[C@@H](O)C#Cc1ccc([C@@H]2[C@@H](CO)N3CCCCN(S(=O)(=O)c4ccccc4)C[C@@H]23)cc1	-4.0
OC[C@H]1[C@H](c2ccc(C#CC3CCCC3)cc2)[C@@H]2CN(CCC(F)(F)F)CCCCN12	7.3
C[C@@H](NC(=O)[C@@H]1N[C@@H]2c3ccc(-c4ccncc4)c(=O)n3C[C@@H]2[C@H]1CO)c1ccccc1	-0.8
CCC(=O)N(C)C[C@H]1[C@H](c2ccc(C3=CCCCC3)cc2)[C@@H](CO)N1C(=O)CC	6.0
COc1ccc(CNC(=O)C[C@@H]2C=C[C@@H](NS(=O)(=O)c3cccc(OC)c3)[C@H](CO)O2)cc1	-1.8
C[C@@H]1CN([C@H](C)CO)C(=O)c2cc(NS(=O)(=O)c3ccc(Cl)cc3)ccc2O[C@@H](C)CCCCO[C@@H]1CN(C)C(=O)c1ccccc1	0.0
COc1ccc(-c2cnc3c(c2)C(=O)N([C@@H](C)CO)C[C@@H](C)[C@H](CN(C)C(=O)Cc2ccccc2)O3)cc1	4.6
C[C@@H]1CN([C@@H](C)CO)C(=O)c2cc(NS(=O)(=O)c3ccc(F)cc3)ccc2O[C@@H](C)CCCCO[C@@H]1CN(C)C(=O)CCCN(C)C	-0.6
Cc1ccc(S(=O)(=O)N(C)C[C@@H]2Oc3ccc(NC(=O)CCCCCC(=O)Nc4ccccc4N)cc3CC(=O)N([C@H](C)CO)C[C@@H]2C)cc1	0.5
COc1ccc(CN(C)C[C@H]2Oc3ccc(NC(=O)Nc4cccc5ccccc45)cc3CC(=O)N([C@@H](C)CO)C[C@@H]2C)cc1	0.4
C[C@H](CO)N1C[C@H](C)[C@@H](CN(C)C(=O)CN(C)C)Oc2cc(C#Cc3ccccc3)ccc2S1(=O)=O	5.4
C/C=C/c1ccc([C@@H]2[C@@H](CO)N3CCCCN(CCC(F)(F)F)C[C@@H]23)cc1	1.4

In the list so far, these have two or more sulfur atoms:
SMILES	BioA inh
C[C@H]1CN([C@@H](C)CO)C(=O)Cc2cc(NS(=O)(=O)c3cccs3)ccc2O[C@@H]1CN(C)C(=O)Nc1ccc(F)cc1	-1.1
C[C@H](CO)N1C[C@H](C)[C@H](CN(C)S(=O)(=O)c2cccs2)OCCCC[C@H](C)Oc2ccc(NC(=O)Nc3ccc4c(c3)OCO4)cc2C1=O	1.6
C[C@@H]1CN([C@@H](C)CO)C(=O)Cc2cc(NC(=O)CCCCCC(=O)Nc3ccccc3N)ccc2O[C@H]1CN(C)S(=O)(=O)c1cccs1	-1.0
